Screening results: PubChem, several laboratories
WT yeast gro inh – growth inhibition of WT strain, primary screen, mitochondrial fusion inhibitor project, WT and mutant strains, chemical genetic; mitochondrial fusion phenotypic screen; inhibition, % at 10 µM; hit rate 2.1% among 190,000; in the data active means inhibition above about 58%; tested in S. cerevisiae
b-catenin transl – modulators of beta-catenin nuclear translocation, primary screen, imaging, HeLa cells, immunofluorescence, high-content | hit rate 0.3% among 190,000 | AID 1665, 2009 | nuclear translocation activity, % at 5 µM;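 active means nuclear translocation activity above 50% at 5 µM, with a well cell count of 50 or more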;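 further: per-cell ratio of nuclear to cytoplasmic median beta-catenin stain intensity; plate controls were DMSO negative control for no effect and GSK-3 inhibitor IX positive control for full effect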
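Test system: human HeLa cells, native beta-catenin. Compound dosing: 5 µM primary single dose, 0.1% DMSO, 0.02–20 µM confirmation series. Incubation: compound exposure 24 h at 37°C. Detection: beta-catenin immunostaining with DAPI counterstain, 20x imaging, 6 fields/well. Read-out basis: Nuclear/cytoplasmic beta-catenin signal ratio, % activation.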
T cell modulator – modulators of CD8 T cell-vesicle binding, primary screen, mouse 2C CD8+ T cells, flow cytometry; calls only at 7 µM; hit rate 0.068% among 330,000; 2C CD8+ T cell-vesicle binding; hits give low values;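 active means response, share of CD8 T cells binding vesicles, and their 90th percentile fluorescence all below set limits, cut at about 80% in these data, passing the limit was not always enough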
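Assay system – 2C mouse CD8+ T cells · Also added – QL9-loaded Drosophila micro-vesicles · Timing – Cell–vesicle co-incubation 1.5 h at 37 °C, staining 20 min on ice · Signal – flow cytometry of vesicle-bound cells · Measure – percent CD8+ FL2 mean versus row control · Controls – Peptide-free naked vesicles (low) and QL9 vesicles with 0.7% DMSO vehicle (high)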
Dynein cargo inh – inhibitors of GR-EGFP nuclear translocation, primary screen, dynein cargo transport inhibitor project, imaging, high-content, 3617.4 mouse cells. z-score, hits read low. test concentration mostly 20 µM; stimulated with dexamethasone, 1 µM; hits give low values. hit rate 0.47% among 220,000. AID 1381, 2008;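 active means plate z-score of nuclear minus cytoplasmic receptor signal below a set negative limit, without overly bright fluorescence or cell loss, cut at about -3.5 in these data, passing the limit was not always enough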;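 further: z-score of nuclear minus cytoplasmic ring GR-EGFP intensity difference per well; some compounds called inactive have numbers as strong as hits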
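Buffer or medium: tet-free, stripped-serum medium; Also added: dexamethasone, 1.0 µM final; Technique: high-content fluorescence imaging after fixation; Times: 48 h induction, 1 h compound, 30 min dex at 37 °C; Read-out: per-cell GR-EGFP intensity, nucleus versus surrounding cytoplasmic ring, well-averaged.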
Yfh1-depleted yeast – enhancers of respiration in Yfh1-depleted yeast, dose response, Friedreich's ataxia, plus single-dose screen (AID 1465); S. cerevisiae Yfh1-off respiration, WST-1 reduction, 72 h; higher fold induction means a stronger effect; hit rate 0.074% among 220,000; fold induction at 50 µM, or EC50 in µM where a hit was titrated;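 active means fold induction of absorbance versus untreated yeast above a set limit, then at least 30% activation at any dose in follow-up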;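 further: activators that raise dye reduction in frataxin-depleted yeast; strong numbers were not always called active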
WT yeast gro inh mutant strain – also measured in WT yeast gro inh; calls as there; inhibition, %; mitochondrial fusion phenotypic screen, mutant strain inhibition
Dynein cargo inh cytoplasmic EGFP – also measured in Dynein cargo inh; calls as there; z-score; measured here: cytoplasmic GR-EGFP intensity; hits give high values
Dynein cargo inh nuclear GR-EGFP – further read-out of Dynein cargo inh, marked with its call; z-score; measured here: nuclear GR-EGFP intensity;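 lower value marks the stronger effect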
Dynein cargo inh cell count – recorded beside Dynein cargo inh, whose call it bears; z-score; measured here: cell count per field
b-catenin transl cell count 5 µM – further read-out of b-catenin transl, marked with its call; cell count; measured here: cell count, cytotoxicity flag
T cell modulator vesicle-bound % – recorded beside T cell modulator, whose call it bears; double positive events, %; measured here: CD8+ vesicle-bound cell fraction;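 binding gate set so that unloaded-vesicle control wells show 10% double positive cells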
Active calls of the source: *; i = inactive; nt = not tested or not shown. A portion of the library. The share of hits here may be higher or lower than overall.

SMILES | WT yeast gro inh | b-catenin transl | b-catenin transl cell count 5 µM | T cell modulator | T cell modulator vesicle-bound % | Dynein cargo inh | Dynein cargo inh cytoplasmic EGFP | Dynein cargo inh nuclear GR-EGFP | Dynein cargo inh cell count | Yfh1-depleted yeast | others
NCCCC[C@H]1CN=C(N)N1CCc1cccc2ccccc12 | nt | nt | nt | i | 29.3 | nt | nt | nt | nt | i
Cc1ccc(C2=NOC(C)(c3sc(-c4ccc(Cl)cc4)nc3C)C2)cc1 (stereo unspecified) | nt | nt | nt | i | 32.0 | nt | nt | nt | nt | i
CCOC(=O)[C@@H]1[C@H]2COc3ccccc3[C@@H]2N2C(=O)N(c3ccc(F)cc3)C(=O)[C@]12C | nt | nt | nt | i | 47.1 | nt | nt | nt | nt | i
C/C(=C\C1CCCCC1)C(NC(=O)c1ccc(C(F)(F)F)cc1)c1ccc(-c2ccccc2)cc1 (stereo unspecified) | nt | nt | nt | i | 35.0 | nt | nt | nt | nt | i
CC1(O)C(=O)C=C2C=C(c3ccc(C#N)cc3)OC=C2C1=O (stereo unspecified) | nt | nt | nt | i | 26.2 | nt | nt | nt | nt | i
C=C1CCN([C@@H](Cc2ccccc2)C(=O)O)S(=O)(=O)c2ccccc21 | nt | nt | nt | i | 20.5 | nt | nt | nt | nt | i
OCCOCCn1c(CCNc2nc(-c3ccc(F)cc3)cs2)nc2cc(C(F)(F)F)ccc21 | nt | nt | nt | i | 6.2 | nt | nt | nt | nt | i
O=C(c1ccc(S(=O)(=O)N2CCC(c3nc4ccccc4s3)CC2)cc1)N1CCOCC1 | nt | -1.6 | 1150 | i | 32.4 | nt | nt | nt | nt | nt
O=C(c1ccc2nc(N3CCCCC3)sc2c1)N1CCN(c2ccccn2)CC1 | 20.1 | -0.4 | 1091 | i | 30.5 | nt | nt | nt | nt | nt | WT yeast gro inh mutant strain=6.7
O=C(N=c1nc2ccccn2s1)c1ccccc1 | 26.0 | -6.8 | 1022 | i | 27.1 | nt | nt | nt | nt | nt | WT yeast gro inh mutant strain=30.3
O=S(=O)(NCc1ccc(Cl)cc1)c1cccc2cccnc12 | nt | 0.5 | 1329 | i | 36.0 | -0.439 | -0.227 | 0.325 | 0.335 | nt
CC(C)C1CC(CCNCc2ccc3c(c2)OCO3)(c2ccccc2)CCO1 (stereo unspecified) | nt | -0.7 | 1250 | i | 26.0 | 1.3 | -0.146 | 1.17 | -0.822 | nt
CCCCOc1ccc(CSCCN)cc1Cl | nt | 0.7 | 1316 | i | 11.3 | 1.42 | -0.195 | 1.22 | -0.23 | nt
C/C(CC(=O)Nc1ccc(Cl)cc1C(F)(F)F)=N\NC(N)=S | nt | 0.5 | 1307 | i | 37.2 | -0.859 | -0.245 | 0.12 | 0.91 | nt
CC1(/[N+]([O-])=C\c2ccccc2F)CCCCC1=O (stereo unspecified) | nt | -1.7 | 1382 | i | 48.5 | -0.767 | 0.247 | 0.251 | 1.23 | nt
O=C(CNc1cccc2ccccc12)N/N=C/c1ccccn1 | nt | -0.3 | 1333 | i | 54.9 | -0.652 | -0.219 | 0.224 | 1.05 | nt
Cn1cnc([N+](=O)[O-])c1SCC(=O)NN | nt | 0.1 | 1314 | i | 25.6 | 0.305 | -0.263 | 0.676 | -0.257 | nt
Cc1cc(C(=O)NN)n[nH]1 | nt | -0.7 | 1295 | i | 59.8 | 0.284 | -0.0882 | 0.697 | 0.00332 | nt
COc1ccc(CC(=O)NCC(=O)N/N=C/c2cc(Br)ccc2OC)cc1 | nt | -0.5 | 1342 | i | 51.5 | -0.136 | -0.0647 | 0.499 | -1.11 | nt
O=C(N/N=C/C=C\c1ccco1)c1ccccn1 | nt | -0.6 | 1369 | i | 56.6 | 1.13 | 0.00669 | 1.12 | -2.67 | nt
Fc1ccccc1-c1n[nH]c(=S)n1/N=C/c1c[nH]c2ccccc12 | nt | -1.0 | 1291 | i | 48.3 | -0.677 | -0.282 | 0.201 | 0.497 | nt
O=C(CN1CCCCCC1)NN(Cc1ccccc1)c1ccccc1 | nt | -2.4 | 1326 | i | 32.3 | 0.587 | -0.00777 | 0.857 | -0.652 | nt
Cc1cc(C(=O)N/N=C/C=C/c2ccccc2)n[nH]1 | nt | 0.1 | 1339 | i | 55.1 | -0.3 | -0.263 | 0.385 | 0.407 | nt
CC(=O)N(C(C)=O)c1nc(-c2ccccc2)cn1/N=C/c1cccc([N+](=O)[O-])c1 | nt | 0.2 | 1330 | i | 56.1 | 0.056 | -0.228 | 0.563 | 0.147 | nt
O=C(NCc1ccco1)C(=O)NCC1OCCN1C(=O)c1ccc(Cl)cc1 (stereo unspecified) | nt | 0.4 | 1260 | i | 29.8 | -0.641 | 0.522 | 0.36 | 1.22 | nt
O=C(NCCCn1ccnc1)c1cc(-c2cccc(O)c2)on1 | nt | 0.3 | 1322 | i | 34.8 | -1.25 | -0.105 | -0.044 | 0.838 | nt
Nc1nc(COc2ccccc2C=O)nc(Nc2ccccc2)n1 | nt | 2.1 | 1259 | i | 39.3 | 0.332 | 0.0314 | 0.741 | 0.362 | nt
Cc1cc(C)c(C)c(S(=O)(=O)NC(C)C(=O)O)c1C (stereo unspecified) | nt | -0.4 | 1256 | i | 29.0 | 0.542 | -0.226 | 0.796 | -0.302 | nt
Cc1csc2ncc(C(=O)NCCC(c3ccccc3)c3ccccc3)c(=O)n12 | nt | 2.5 | 1269 | i | 25.1 | -1.1 | -0.203 | 0.0121 | 1.16 | nt
CN1CCN(CC#CCC(O)(c2ccccc2)c2ccccc2)CC1 | nt | -0.3 | 1418 | i | 49.3 | 0.0181 | -0.233 | 0.543 | 0.111 | nt

Looked up one by one from above, five records:
SMILES | WT yeast gro inh | b-catenin transl | b-catenin transl cell count 5 µM | T cell modulator | T cell modulator vesicle-bound % | Dynein cargo inh | Dynein cargo inh cytoplasmic EGFP | Dynein cargo inh nuclear GR-EGFP | Dynein cargo inh cell count | Yfh1-depleted yeast | others
Fc1ccccc1-c1n[nH]c(=S)n1/N=C/c1c[nH]c2ccccc12 | nt | -1.0 | 1291 | i | 48.3 | -0.677 | -0.282 | 0.201 | 0.497 | nt
O=C(N/N=C/C=C\c1ccco1)c1ccccn1 | nt | -0.6 | 1369 | i | 56.6 | 1.13 | 0.00669 | 1.12 | -2.67 | nt
O=C(CNc1cccc2ccccc12)N/N=C/c1ccccn1 | nt | -0.3 | 1333 | i | 54.9 | -0.652 | -0.219 | 0.224 | 1.05 | nt
Cc1cc(C(=O)NN)n[nH]1 | nt | -0.7 | 1295 | i | 59.8 | 0.284 | -0.0882 | 0.697 | 0.00332 | nt
Cc1cc(C)c(C)c(S(=O)(=O)NC(C)C(=O)O)c1C (stereo unspecified) | nt | -0.4 | 1256 | i | 29.0 | 0.542 | -0.226 | 0.796 | -0.302 | nt

Going on with the list:
SMILES | WT yeast gro inh | b-catenin transl | b-catenin transl cell count 5 µM | T cell modulator | T cell modulator vesicle-bound % | Dynein cargo inh | Dynein cargo inh cytoplasmic EGFP | Dynein cargo inh nuclear GR-EGFP | Dynein cargo inh cell count | Yfh1-depleted yeast | others
CCCc1c(C(=O)Nc2ccc(F)cc2)cnn1-c1ccccc1 | nt | -0.5 | 1321 | i | 19.3 | -0.698 | -0.271 | 0.192 | 0.317 | nt
Oc1c(Br)cc(Br)cc1CNc1ccccn1 | nt | -0.4 | 1329 | i | 35.6 | 0.868 | 0.785 | 1.13 | -0.84 | nt
CCc1ccc(/C=N/Nc2ncnc3nc[nH]c23)cc1 | nt | 1.5 | 1298 | i | 13.2 | -0.0813 | 0.103 | 0.555 | 0.192 | nt
CCCCn1c2c(c(=N)c3ccccc31)CCC2 | nt | 1.6 | 1235 | i | 20.9 | 0.768 | -0.242 | 0.902 | -1.06 | nt
COc1ccc(/C=N/NC(=O)c2ccccc2O)cc1CN1CCOCC1 | nt | -0.3 | 1263 | i | 36.9 | -0.318 | -0.203 | 0.387 | 0.38 | nt
Cc1ccc(C(C)C)c(OCC(=O)N/N=C/c2ccc(S(=O)(=O)O)o2)c1 | nt | -0.5 | 1392 | i | 24.6 | 0.514 | -0.267 | 0.776 | 0.524 | nt
COc1ccc(CCN2C(=NC(=O)C(C)C)SC3CS(=O)(=O)CC32)cc1OC (stereo unspecified) | nt | -1.6 | 1401 | i | 58.5 | -0.324 | -0.226 | 0.38 | 0.183 | nt
O=C(COC(=O)c1cccs1)NCc1ccco1 | nt | -6.7 | 1043 | i | 5.6 | nt | nt | nt | nt | i
CC(C)n1c(SCc2cc(=O)[nH]c3ccccc23)nc2c1c(=O)n(C)c(=O)n2C | nt | -6.0 | 1183 | i | 50.3 | nt | nt | nt | nt | i
COc1ccc(CCNC(=O)CSc2nnc(-c3ccccc3)o2)cc1OC | nt | -3.8 | 919 | i | 44.1 | nt | nt | nt | nt | i
CC1(C)CC(NC(=O)C2CCCCC2C(=O)O)CC(C)(C)N1 (stereo unspecified) | nt | 2.1 | 1075 | i | 49.9 | nt | nt | nt | nt | i
COc1ccc(-c2nnc3sc(CN4C(=O)c5ccccc5C4=O)nn23)cc1 | nt | 1.1 | 875 | i | 35.4 | nt | nt | nt | nt | i
Cc1ccnc(NC(=O)CCC(=O)N(CC(=O)NC2CCCCC2)c2ccc3c(c2)OCO3)c1 | nt | -0.6 | 1205 | i | 40.0 | nt | nt | nt | nt | i
Cc1c(N=Cc2cc3c(cc2Cl)OCO3)c(=O)n(-c2ccccc2)n1C | nt | -7.0 | 922 | i | 27.9 | nt | nt | nt | nt | i
